Shn3 3UTR inh: Schnurri-3 reporter inhibition in Clone20 osteoblasts; Clone20 osteoblast Shn3 3'UTR firefly luciferase, 24 h; inhibition, % at 12.5 µM; actives 0.52% (n = 360,000); AID 588674;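 active = mean inhibition of at least 75% with every replicate also reaching 75%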;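 note: 0% = median of neutral control wells and 100% = pilot-screen positive control compound; some compounds past the cut are filed as inactive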
H9c2 protect: modulators protecting cardiomyocytes from myocardial damage. H9c2 cardiomyocytes, H2O2 injury protection, ATPLite, 2 h. protection from H2O2 cell death, % at 20 µM. actives 0.63% (n = 360,000). AID 588492;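 active = compounds giving at least 50% protection of heart cells from peroxide-induced death in the single-dose screen, raw or plate-pattern-corrected value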;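 note: 0% = DMSO wells with peroxide and 100% = DMSO wells without peroxide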
Peg3 promoter: inhibitors of Peg3 promoter; AID 588405; HeLa PEG-Prom luciferase reporter, luminescence, overnight; actives 1.7% (n = 360,000); inhibition, % at 20 µM;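 active = inhibition of at least 50% at 20 µM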
m5-HT2A agonist: mouse HTR2A agonism via beta-arrestin recruitment | AID 624169 | activation, % at 7.6 µM | P35363 | CHO-K1 mHTR2A beta-arrestin complementation, luminescence; percent of 30 µM serotonin response | actives 0.66% (n = 360,000);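 active = activation above a run cutoff, the mean activation of all tested compounds plus 3 SD, cut at about 14% in these data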;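 note: 0% = plate median of compound wells and 100% = 30 µM serotonin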
Target sequence (P35363 whole entry, looked up): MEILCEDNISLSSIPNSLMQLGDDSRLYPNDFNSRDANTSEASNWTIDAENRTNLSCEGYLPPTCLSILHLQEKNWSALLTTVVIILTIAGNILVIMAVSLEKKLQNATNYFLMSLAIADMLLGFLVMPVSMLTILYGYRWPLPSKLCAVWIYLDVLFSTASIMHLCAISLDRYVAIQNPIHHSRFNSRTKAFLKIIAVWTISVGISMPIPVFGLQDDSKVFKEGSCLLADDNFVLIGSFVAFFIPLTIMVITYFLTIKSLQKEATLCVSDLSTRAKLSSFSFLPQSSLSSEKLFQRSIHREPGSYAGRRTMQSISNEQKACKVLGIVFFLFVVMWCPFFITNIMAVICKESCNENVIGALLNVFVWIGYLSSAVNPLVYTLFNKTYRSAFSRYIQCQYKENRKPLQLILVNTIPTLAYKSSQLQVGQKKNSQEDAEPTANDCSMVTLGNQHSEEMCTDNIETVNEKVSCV
hiPSC survival: increases survival of single human iPS cells. AID 602274. actives 0.044% (n = 360,000). hiPSC single-cell survival, ATPlite luminescence; 100% = ROCK inhibitor wells, 0% = DMSO. survival enhancement, % at 20 µM; in the data active = survival enhancement above about 18%;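 note: cells exposed to compounds for 16 hours before the ATP read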
HIF-2a block: blocks HIF-2a reporter activity | 786-0 RCC cells HIF-2a reporter, luciferase luminescence, overnight | AID 624352 | actives 0.72% (n = 360,000) | inhibition, % at 18.8 µM;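 active = inhibition of the luminescence signal of 40% or more relative to plate controls, in a single-dose primary screen at 18.75 µM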
CaV13 ICDI inh: Disruptors of the CACNA1D IQ motif to Ca2+-dependent inactivation inhibitor domain association, primary screening, Förster resonance energy transfer in intact living …; actives 0.098% (n = 340,000); inhibition, % at 12.3 µM; HEK cells, CFP/YFP FRET ICDI-IQ, plate reader, 10 min; percent FRET-ratio fall versus neutral wells;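 active = mean replicate inhibition of at least 30% and at least 1% of replicates passing that level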;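 note: 0% = median of the neutral control wells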
PDI inh: inhibitors of human protein disulfide isomerase | actives 0.052% (n = 350,000) | AID 588391 | PDI insulin aggregation turbidity, A650, 90 min | inhibition, % at 10 µM;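 active = mean inhibition across replicates of 30% or more, whatever share of single replicates reach that level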;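 note: absorbance from insulin aggregation driven by PDI reduction with DTT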
NR2E3 ag-1: NR2E3 (human) agonism. Q9Y5X4. GST-NR2E3/biotin-RetCOR TR-FRET, 1536-well. inhibition of corepressor binding, % at 4.78 µM. actives 0.12% (n = 320,000). AID 2300;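 active = percent inhibition above the cutoff of mean plus 3 SD of all tested compounds, set per screening campaign, cut at about 20% in these data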;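 note: 0% = DMSO wells and 100% = biotin wells as full block of FRET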
Target sequence (Q9Y5X4 whole entry, looked up): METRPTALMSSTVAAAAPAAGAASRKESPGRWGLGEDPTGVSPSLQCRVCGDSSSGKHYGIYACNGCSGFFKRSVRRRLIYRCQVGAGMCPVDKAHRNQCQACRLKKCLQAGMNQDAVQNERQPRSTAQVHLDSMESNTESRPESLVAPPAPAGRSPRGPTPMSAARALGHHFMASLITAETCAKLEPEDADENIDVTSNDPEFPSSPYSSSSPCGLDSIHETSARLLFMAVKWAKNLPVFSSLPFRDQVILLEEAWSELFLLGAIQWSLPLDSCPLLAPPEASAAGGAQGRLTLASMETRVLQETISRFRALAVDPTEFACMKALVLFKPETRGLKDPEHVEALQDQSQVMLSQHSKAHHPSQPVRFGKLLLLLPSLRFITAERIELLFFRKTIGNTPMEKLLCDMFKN
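System: GST-NR2E3 and biotin-RetCOR proteins; probe or stimulus: 7 nM biotin-RetCOR; doses: compound at 4.8 µM, single dose; schedule: Compound–protein incubation for 5 h at 4 °C; detection: time-resolved FRET; read-out: percent inhibition; controls: biotin wells as high control, 0.6% DMSO wells as low control; format: 1536-well plates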
TRPM1 prom inh: inhibitors of MITF-driven TRPM1 promoter in melanoma cells | AID 488899 | SK-MEL-5 TRPM1 promoter luciferase, 24 h | actives 0.83% (n = 330,000) | inhibition, % at 12.5 µM;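 active = mean inhibition across replicates of 60% or more, whatever share of single replicates reaches that level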; note: values of inactives mirror those of a sister screen read the other way
NR2E3 ag-2: human photoreceptor-specific nuclear receptor agonism; AID 602229; actives 0.35% (n = 360,000); inhibition of corepressor binding, % at 3.98 µM; Q9Y5X4; CHO-S Gal4-NCOR/VP16-NR2E3 two-hybrid, luciferase;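 active = inhibition above the mean of all tested compounds plus 3 SD, cut at about 70% in these data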;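 note: 0% = DMSO with NR2E3 transfected cells and 100% = cells lacking NR2E3 construct; higher means lower luciferase signal from less NR2E3 corepressor binding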
An asterisk follows results filed as active; / = no result given. Compounds as they come. Share with any hit: about 3.9%.

[1] Cc1ccc(-c2c(C(=O)N/N=C/c3ccoc3)nnn2-c2nonc2N)cc1
[2] Cc1cc(C(F)(F)F)nc(SCC(=O)Nc2c(C)n(C)n(-c3ccccc3)c2=O)n1
[3] CCn1c(=O)c2cc(C(=O)Nc3cc(C)on3)sc2c2ccccc21
[4] CCN(CC(=O)Nc1ccc2c(c1)OCCO2)S(=O)(=O)c1ccc(C)cc1
[5] Cc1[nH]nc2c1/C(=N/O)CC(c1ccccc1)C2 (stereo not given)
[6] Cc1cc(C)c(S(=O)(=O)N2CCN(CCO)CC2)c(C)c1
[7] COc1ccc(C(=O)Nc2cccc(C(C)=O)c2)cc1OC
[8] COc1ccc(-c2ccc(CCC(=O)O)n2NC(=O)c2cccs2)cc1
assay / entry	1	2	3	4	5	6	7	8
Shn3 3UTR inh	15	8	1	10	-2	-12	-12	-20
H9c2 protect	6	2	10	-1	2	1	5	-3
Peg3 promoter	3	5	6	0	10	1	-80	-2
m5-HT2A agonist	-5	5	3	-3	2	1	0	2
hiPSC survival	0.2	0.2	-0.3	-1.5	4.3	1.2	-1.6	-1.0
HIF-2a block	-4	13	-15	0	3	10	-137	6
CaV13 ICDI inh	-3	-2	-5	-10	-6	-4	-8	-2
PDI inh	-5	-4	/	1	-3	/	-3	1
NR2E3 ag-1	4	2	-2	0	-3	-4	0	2
TRPM1 prom inh	7	3	-8	-4	-6	-7	-41	-5
NR2E3 ag-2	12	-23	-10	12	-6	-22	-35	-5

[9] Cc1ccc2nc(NCCCO)[nH]c2c1
[10] CCCCn1c(N)c(N(CCOC)C(=O)COc2ccc(Cl)cc2)c(=O)[nH]c1=O
[11] CCC(C)c1ccc(O)c(NC(=O)c2cccnc2)c1 (stereo not given)
[12] CN1CCc2c(sc(N)c2C(N)=O)C1
[13] Cc1cccc(CSCCNC(=O)Nc2ccccc2)c1
[14] Cc1ccccc1NC(=O)CCC(=O)OCC(=O)c1cccc([N+](=O)[O-])c1
[15] COCCN(CCOC)S(=O)(=O)c1ccc(C(=O)Nc2nc(-c3ccccc3)c(C(=O)c3ccccc3)s2)cc1
[16] COC(=O)C(CC(C)C)NC(=O)C(Cc1ccccc1)NC(=O)C1CCCN1C(=O)OC(C)(C)C (stereo not given)
assay / entry	9	10	11	12	13	14	15	16
Shn3 3UTR inh	-12	8	13	1	8	1	5	-3
H9c2 protect	-2	4	-6	4	-4	4	-1	8
Peg3 promoter	2	11	1	-2	-5	10	3	29
m5-HT2A agonist	6	5	-2	-2	-4	1	2	-2
hiPSC survival	-3.2	-0.7	0.7	2.4	-2.2	-0.4	1.2	1.7
HIF-2a block	-29	15	-14	-9	-21	15	9	17
CaV13 ICDI inh	-4	5	-2	-1	-15	5	-17	6
PDI inh	3	2	5	1	1	1	8	4
NR2E3 ag-1	2	1	6	0	-5	3	5	-3
TRPM1 prom inh	-7	8	-4	5	-2	4	-8	1
NR2E3 ag-2	-27	-5	-2	-11	-3	4	7	-27

[17] Cc1oc(-c2cccc(Cl)c2)nc1CN(C)C1CCOC1 (stereo not given)
[18] c1ccc(-c2cc(N3CCOCC3)nc3ccccc23)cc1
[19] CCOC(=O)c1c(-c2ccccc2)nc2cc(C)ccn12
[20] COc1ccc(-c2nc(CSCC(=O)NCCC3=CCCCC3)c(C)o2)cc1OC
[21] CCN1CCN(C(=O)c2ccc3c(Cl)c4c(nc3c2)CCCC4)CC1
[22] CC1CCN(C(=S)Nc2cccc(S(=O)(=O)N(C)C)c2)CC1
[23] Cc1ccc(NC(=O)CCC(=O)NNC(=O)COc2ccccc2)c(C)c1
[24] Cc1ncoc1C(=O)N1CCCC(C(=O)Nc2cccc(-c3ccc(F)cc3)c2)C1 (stereo not given)
assay / entry	17	18	19	20	21	22	23	24
Shn3 3UTR inh	11	40	-48	9	-4	78	7	8
H9c2 protect	5	-8	-2	1	4	0	5	-5
Peg3 promoter	-6	6	-177	3	21	-13	-6	25
m5-HT2A agonist	-5	-9	-2	-1	-5	1	2	-8
hiPSC survival	-1.4	4.1	-2.1	-0.1	-0.2	0.6	-1.1	-0.4
HIF-2a block	-22	-20	-205	2	2	-25	9	5
CaV13 ICDI inh	5	-9	-6	-5	-5	-4	-3	-3
PDI inh	0	-8	-4	12	3	0	-5	-2
NR2E3 ag-1	1	1	-1	0	0	3	-1	-1
TRPM1 prom inh	6	-5	-46	-2	4	-8	-11	5
NR2E3 ag-2	-16	-4	-67	-8	10	-8	-11	3

[25] Cc1cc(C(=O)COC(=O)c2ccc(Cl)c(S(N)(=O)=O)c2)c(C)n1C1CC1
[26] COc1ccc([N+](=O)[O-])cc1COc1cc(C)cc2oc(=O)cc(-c3ccccc3)c12
[27] CC1(C)c2ssc(=S)c2-c2ccccc2N1C(=O)CSC1=NCCS1
[28] CCC/C=C1/CCCOC(C(=O)NCCN2CCOCC2)(C(F)(F)F)C1 (stereo not given)
[29] COc1ccc(C(CC(=O)NC(C)(C)C)n2cccc2)cc1 (stereo not given)
[30] CC(C)(C)C(=O)CN1CCN(S(=O)(=O)c2ccc(F)cc2)CC1
[31] CC(C)(C)c1ccc(S(=O)(=O)N2CCN(CC(=O)NC(=O)NC3CCCCC3)CC2)cc1
[32] O=C(Cn1nc(-c2ccc(N3CCOCC3)c([N+](=O)[O-])c2)c2ccccc2c1=O)N1CCCCC1
assay / entry	25	26	27	28	29	30	31	32
Shn3 3UTR inh	-127	16	24	-2	0	-29	21	20
H9c2 protect	-18	-6	-10	4	-2	6	-4	7
Peg3 promoter	-356	18	41	-1	-1	-2	7	-4
m5-HT2A agonist	12	3	-1	0	4	-2	2	6
hiPSC survival	-0.4	-2.3	0.1	-0.5	3.3	3.3	1.9	0.0
HIF-2a block	-169	24	14	-3	8	11	9	-5
CaV13 ICDI inh	-2	/	-6	-10	/	-2	-5	-5
PDI inh	3	-13	-2	-5	4	-1	-2	-8
NR2E3 ag-1	-1	0	0	0	2	1	5	-1
TRPM1 prom inh	-97	38	0	-3	-3	11	2	2
NR2E3 ag-2	-62	-20	2	-4	2	-14	18	29

[33] O=C(CN1C(=O)NC(Cc2ccccc2)C1=O)Nc1ccc(F)c(F)c1F (stereo not given)
[34] COc1ccccc1C1C2CCCCC2(O)CCN1CC(=O)Nc1ccccc1 (stereo not given)
[35] CN(c1ccccc1)P(=O)(N(C)c1ccccc1)N(C)c1ccccc1
[36] Cn1c(=O)[nH]c(=O)c2c1nc(SCCN1CCOCC1)n2Cc1ccccc1
[37] CC1(C)C2CCC1(CS(=O)(=O)N1CCC(C(=O)O)CC1)C(=O)C2 (stereo not given)
[38] Cc1nc2scc(C)n2c(=O)c1S(=O)(=O)Nc1ccc(OC(F)(F)F)cc1
[39] Cn1c(=O)c2c(ncn2CC(=O)Nc2nnc(Cc3ccccc3)s2)n(C)c1=O
[40] C=CC[C@@H](CC(=O)N[C@H](CO)Cc1ccccc1)C(=O)NCCOC(=O)[C@@H](CC=C)Cc1ccc(F)cc1
assay / entry	33	34	35	36	37	38	39	40
Shn3 3UTR inh	-10	20	-7	-8	-12	42	21	20
H9c2 protect	-3	5	-9	9	-5	-10	-1	4
Peg3 promoter	7	13	13	1	5	4	-5	23
m5-HT2A agonist	7	2	-3	0	2	0	3	5
hiPSC survival	-0.5	0.6	-0.1	4.3	0.1	-0.2	-1.6	-2.3
HIF-2a block	-3	12	9	14	3	12	10	10
CaV13 ICDI inh	-6	-8	-5	-1	-2	-7	1	-11
PDI inh	-3	-2	5	6	3	14	3	2
NR2E3 ag-1	2	1	5	3	-3	-3	4	/
TRPM1 prom inh	-6	-14	-11	2	2	7	8	-2
NR2E3 ag-2	-9	-46	-15	-18	-16	17	-10	26

[41] COc1ccc2nc(NC(=O)C3CSC4(C)CCC(=O)N34)sc2c1 (stereo not given)
[42] COc1ccc(OC)c(CCNC(=O)CS(=O)(=O)Cc2nc(-c3ccccc3C)oc2C)c1
[43] CCOC(=O)c1nnsc1C(OC)Oc1ccccc1 (stereo not given)
[44] O=C(Nc1nnc(-c2ccco2)o1)c1cccc(Cl)c1
[45] O=C(CCCOc1ccc(Cl)cc1Cl)Nc1ccccn1
[46] Cc1cc2oc(=O)cc(CN(Cc3ccccc3)Cc3ccccc3)c2cc1Cl
[47] CNCc1c(OCc2ccccc2F)ccc2ccccc12
[48] CCOc1ccc(CCNC(=O)Nc2ccccc2)cc1OCC
[49] N#Cc1nc(-c2ccccc2Cl)oc1N1CCN(C(=O)c2ccco2)CC1
[50] CNC(=O)C[C@H]1C(=O)N(c2ccc(OC)cc2)C[C@@H]1C
[51] COc1ccccc1-n1c(SCC(=O)N2CCCC2)nc2cccnc21
assay / entry	41	42	43	44	45	46	47	48	49	50	51
Shn3 3UTR inh	-15	-10	13	-14	-30	24	32	-1	-1	-10	-6
H9c2 protect	4	0	-3	12	-12	-8	-16	-3	2	0	7
Peg3 promoter	-34	18	3	18	-145	0	-8	11	-27	-10	16
m5-HT2A agonist	-4	-4	0	3	1	4	-3	2	-1	4	-3
hiPSC survival	1.0	0.1	1.4	-0.4	-0.5	-0.1	0.7	1.6	-0.3	1.9	4.5
HIF-2a block	-46	6	6	12	-218	15	-2	12	7	2	9
CaV13 ICDI inh	-6	-3	-11	-7	2	-10	7	-4	-5	-8	/
PDI inh	-1	-5	-2	1	16	/	-1	-10	0	11	-2
NR2E3 ag-1	-1	-1	/	-5	5	/	-1	-9	5	/	6
TRPM1 prom inh	-20	11	-9	6	-29	/	0	1	3	/	-8
NR2E3 ag-2	-24	3	11	2	-25	0	6	-20	1	-22	-13

Screening data from PubChem.
